# Compound activity deposited in PubChem by Broad Institute.
# GSIS activator: GLuc luminescence reporter in INS-1E cells, primary screen for activators of glucose-dependent secretion of insulin. INS-1E GLuc reporter insulin secretion, 2-3 h. activation, % at 16.6 µM. hit rate 0.61% among 370,000. AID 743287, 2014;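 active = lowest replicate activation of at least 40%, so every replicate reaches that level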;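 note: 0% = median of neutral control wells and 100% = median of IBMX positive control wells; some compounds called inactive have numbers as strong as hits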
# DENV2 CPE rescue: inhibitors of DENV2 cytopathic effect, primary screen, cell-based, plate reader, single concentration; CPE inhibition, % at 9.99 µM; hit rate 1.7% among 350,000; DENV2-infected cells, cytopathic effect rescue; in the data active = CPE inhibition above about 20%, passing the limit was not always enough; inconclusive = no clear call, values can overlap the other calls; tested in BHK-21 cells;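 note: 0% = median of neutral control wells and 100% = median of positive control wells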
# miR122 inh: miR-122 Renilla sensor signal increase in Huh7, primary screen, miR-122 inhibitor project, cell-based, single point, plate reader; Huh7 miR-122 Renilla luciferase sensor, 48 h; neutral wells = 0, positive control = 100; activation (reporter increase), % at 12.5 µM; hit rate 0.3% among 340,000; AID 602342, 2012;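 active = mean replicate activation score at least 90 and every replicate individually at or above 90; inconclusive = only one of the two criteria met; inactive = neither criterion met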;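 note: higher luciferase means less miR-122 activity so hits act as miR-122 inhibitors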
# EWS-Fli block: EWS/Fli-driven NR0B1 reporter inhibitors, primary screen, A673 cells, NR0B1 luciferase, luminescence, MLPCN library | viability-normalised | inhibition, % at 12.6 µM | hit rate 0.67% among 350,000 | AID 651661, 2012;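 active = mean inhibition of at least 50% after viability correction, with every replicate also passing that limit; inconclusive = mean reaches 50% but only one of two replicates passes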;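 note: firefly luciferase signal divided by Alamar Blue viability fluorescence both relative to DMSO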
# PAX8 inh HTS: inhibitors of PAX8-driven TPO luciferase reporter, primary screen, RMG-I cells, single concentration | SteadyGlo, 24 h | inhibition, % at 12.6 µM | hit rate 1.2% among 360,000 | AID 652154, 2013;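 active = mean replicate inhibition at least 60% with every replicate also reaching 60%; inconclusive = only one of the two criteria is met; inactive = mean below 60% and not all replicates reaching 60%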;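 note: luciferase light reporting Pax8 driven TPO promoter activity; plate controls were median of neutral control wells for no effect and mitoxantrone controls for full effect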
# FN deposition inh: inhibitors of fibronectin matrix deposition, primary screen, AH1F cells, Alexa488-fibronectin fluorescence, plate reader | AH1F fibroblasts, overnight | inhibition, % at 12.6 µM | hit rate 0.086% among 350,000;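 active = mean inhibition across replicates of 30% or more, regardless of how many single replicates reach that level; inconclusive = mean under 30% yet at least half of replicates reach 30%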;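 note: positive control wells lacked labelled fibronectin entirely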
#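 Material – AH1F fibroblast monolayer, labelled fibronectin deposition · Reagent – labelled fibronectin 24 nM · Timing – 1 h adhesion, overnight exposure · Measured by – fluorescence at 485 nm excitation, 525 nm emission · Read-out – inhibition of fibronectin deposition signal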
# CFTR F508del cor: F508del CFTR correction, initial screen, CFBE line, single point; activity (quench increase), % at 7.58 µM; CFBE cells, YFP halide quenching; stimulated with forskolin plus potentiator P3; % fluorescence drop versus neutral controls; hit rate 0.36% among 350,000; AID 720511, 2013;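 active = mean added fluorescence quench of at least 8% versus neutral control, with both replicates also reaching 8%; inconclusive = only one of the mean or replicate conditions met; inactive = mean below 8% and not both replicates reaching 8%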;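 note: cells transiently co-express mutant CFTR-F508del with the halide-sensitive YFP; corrector assay measuring rescue of mutant channel to the surface after 24 h compound exposure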
# * hit, by the source's call; ? = inconclusive; . = not tested or not shown; & = joins results of further samples; ! = not active in a repeat; [ ] = another dose, or the depositor's remark.
SMILES,GSIS activator,DENV2 CPE rescue,miR122 inh,EWS-Fli block,PAX8 inh HTS,FN deposition inh,CFTR F508del cor
COc1ccc(Cl)cc1C(=O)NCCCn1ccnc1,5,5,3,7,10,-5,1.9
COc1cccc(/C=C/C(=O)OCC(=O)Nc2nnc(-c3ccccc3)o2)c1OC,14,-8,-6,-1,0,3,-3.9
CC(C)CC#Cc1ccc2c(c1)O[C@@H](CN(C)C(=O)c1cnccn1)[C@@H](C)CN([C@@H](C)CO)S2(=O)=O,-13,36*,10[16.7 µM],-4,-2,.,0.3
COc1ccccc1OCCn1c(=O)sc2ccccc21,.,.,-1,.,-12,11,.
CC(C)NC(=O)N(C)C[C@@H]1Oc2ccc(NC(=O)Cn3cnnn3)cc2CC(=O)N([C@H](C)CO)C[C@H]1C,20,-7,0[16.7 µM],-7,19,.,-0.9
NCC[C@H]1CC[C@H](NC(=O)c2ccccc2F)[C@H](CO)O1,-1&17,.,.,.,.,9&-2,0.2
COCC#Cc1ccc2c(c1)O[C@H](CN(C)Cc1cncnc1)[C@@H](C)CN([C@H](C)CO)S2(=O)=O,-1,-6,38[16.7 µM],0,.,-1,-1.1
COCC(=O)N(C)C[C@@H]1Oc2cc(C3=CCCCC3)ccc2S(=O)(=O)N([C@@H](C)CO)C[C@H]1C,-2,19,-2[16.7 µM],11,.,.,-1.0
CC(C)C1Cc2c(sc3c2c(=O)n(-c2ccccc2)c2n[nH]c(=S)n32)CO1 (configuration not stated),18,18,.,2,-16,-3,4.2
O=C(C[n+]1ccccc1)Nc1ccccc1[N+](=O)[O-],-2,-1,-4,22,18,6,-2.3
Cc1oc2c(C)c3oc(=O)c(CCC(=O)O)c(C)c3cc2c1-c1ccccc1,7,-2,.,11,12,-3,1.7
C[C@@H]1CN([C@@H](C)CO)C(=O)Cc2cc(NC(=O)CCCCCC(=O)Nc3ccccc3N)ccc2O[C@H]1CN(C)S(=O)(=O)c1ccccc1,-3,-5,-5[16.7 µM],4,-14,.,-2.6
Cc1ccc(N2C(=O)c3ccccc3C2(O)c2ccccc2)cc1 (configuration not stated),.,-9,-2,-5,-11,.,-1.6
CCOc1ccccc1CNC(=O)c1ccc2nc(N3CCOCC3)sc2c1,1,-5,-4,-9,3,1,1.4
OCC1(Cc2cccc(C(F)(F)F)c2)CCN(Cc2cc(F)cc(F)c2)CC1,-13,-1,-2,9,17,-7,2.2
CSC(=Nc1ccccc1)N=C(SCc1ccccc1)N(C)C,-23,11,0,57*,101*,1,5.6
COc1ccc(NC(=O)N(C)C[C@H]2Oc3ccc(NS(=O)(=O)c4ccc(C)cc4)cc3C(=O)N([C@@H](C)CO)C[C@@H]2C)cc1,16,.,0[16.7 µM],-14,-1,.,-1.0
O=CN1CCN(C(=O)C(=O)c2cn(CC(=O)N3CCCCC3)c3ccccc23)CC1,6,-1,.,10,0,.,-1.0
CC(C)(C)C(=O)NNc1nc(-c2ccccc2)c2cc(Br)ccc2n1,9,-2,.,-4,16,-2,.
CC(=O)N1CCN(C(=O)c2cccc(S(=O)(=O)N3CCOCC3)c2)CC1,14,-8,1,-2,11,.,-3.6
COc1ccc(C2N(c3ccccn3)C(=O)C3CCCN32)c(OC)c1 (configuration not stated),.,.,-4,.,-6,1,.
O=[N+]([O-])c1cccc(N=Nc2ccc(O)cc2O)c1,-22,5,-4,-18,81*,-6,4.1
Cc1cc(C)nc(NS(=O)(=O)c2ccc(NC(=O)NC3CCCCC3)cc2)n1,4,.,20,.,.,-2,.
COc1cccc(C(C(=O)NC2CCCCC2)N(CCN2CCOCC2)C(=O)C2COc3ccccc3O2)c1 (configuration not stated),.,-10,-5,3,0,2,-3.6
CCO/C=C1/C(=O)N(CC)c2ccccc21,.,.,-10,.,3,-8,.

# (continued)
SMILES,GSIS activator,DENV2 CPE rescue,miR122 inh,EWS-Fli block,PAX8 inh HTS,FN deposition inh,CFTR F508del cor
C[C@@H]1CCCCO[C@H](CN(C)C(=O)Nc2ccc3c(c2)OCO3)[C@@H](C)CN([C@H](C)CO)C(=O)c2cc(NC(=O)CCC(F)(F)F)ccc2O1,0,5,6[16.7 µM],-9,.,.,0.6
COc1ccccc1-c1ccc2c(c1)O[C@H](CN(C)CC1CCOCC1)[C@H](C)CN([C@H](C)CO)S2(=O)=O,-4,2,31[16.7 µM],-18,10,17,-0.8
CCN(C(=O)Cn1c(=O)n2nc(CCn3nc(C)cc3C)nc2c2ccccc21)c1cccc(C)c1,10,.,4,.,.,8,.
CCCCn1c(N)c(N(CCOC)C(=O)CN(C)S(=O)(=O)c2ccc(C)cc2)c(=O)[nH]c1=O,-2,?,.,-4,.,-2,-0.7
CCOC(=O)Nc1ccc(S(=O)(=O)Nc2onc(C)c2C)cc1,14,-2,1,-1,-14,1,0.3
COCCNC(=O)C[C@@H]1C=C[C@H](NS(=O)(=O)c2ccc(C)cc2)[C@H](CO)O1,24,-4,.,-1,4,-11,-4.8
Cc1nonc1C1CCCN1C(=O)c1cc(COc2cccc(C(F)(F)F)c2)on1 (configuration not stated),-38,4,-12,-14,6,5,1.8
CCc1ccc([C@@H]2CC=C(C(=O)O)[C@H](c3ccc(Br)cc3)N2S(=O)(=O)c2ccc(C)cc2)cc1,31,7,0,2,-17,3,-1.3
CN(C)c1ccc(NC(=O)c2cn(-c3ccccc3)nc2-c2cccs2)cc1,-15,.,7,.,-19,-9,.
CC(C)(C)c1ccc(OCCC(=O)OCC(=O)NCc2ccccc2)cc1,2,9,-5,-1,8,-2,0.5
COc1ccc(CN(C)C[C@H]2Oc3ccc(NC(=O)Nc4ccccc4)cc3CC(=O)N([C@H](C)CO)C[C@@H]2C)cc1,-7,7,.,-7,-1,.,-2.1
COc1ccc(N2CCN(C(=O)CN(c3ccc(OC)cc3)S(=O)(=O)c3ccccc3)CC2)cc1,6,-3,-5,-3,14,-22,2.3
C[C@@H]1CN([C@H](C)CO)C(=O)c2cc(NS(=O)(=O)c3cn(C)cn3)ccc2O[C@@H](C)CCCCO[C@H]1CN(C)S(=O)(=O)c1cn(C)cn1,59,12,16[16.7 µM],-10,-14,-8,-0.5
COc1ccc(NC(=O)N2CC(=O)N3[C@H](C2)[C@@H](c2ccc(-c4ccccc4)cc2)[C@@H]3CO)cc1,-4,12,.,3,-13,.,0.1
O=C(NC(=S)Nc1ccccc1[N+](=O)[O-])c1ccccc1,8,?,.,-52,-28,-3,-2.2
COc1ccccc1N(CC(=O)Nc1ccccc1C(=O)N1CCOCC1)S(C)(=O)=O,5,-2,-3,-4,-16,3,0.6
O=C(Nc1ccccc1C(=O)O)c1cccc(N2C(=O)c3ccccc3C2=O)c1,5,-9,.,3,-6,2,-0.3
COCCn1nnnc1C(c1ccc2ncccc2c1)N1CCc2ccccc21 (configuration not stated),22,-4,-2,7,.,.,-1.1
CCOc1ccc(CCNC(=O)COC(=O)/C=C/c2ccco2)cc1OCC,44*,-6,-4,.,8,.,0.3
NS(=O)(=O)c1ccc(CCNC(=O)c2ccc(-c3ccccc3)cc2)cc1,.,9,4,3,10,4,2.8
COc1ccc(C)cc1NC(=O)CN1C(=O)c2ccccc2S1(=O)=O,20,8,1,2,-7,-3,-4.0
c1ccc2occc2c1,8,-7,-8,-1,.,.,-4.1
O=C(NCCN1CCOCC1)c1ccc(-c2ccccc2)cc1,-4,-1,50,5,.,.,-0.2
C[C@@H]1CN([C@@H](C)CO)C(=O)Cc2cc(NS(=O)(=O)c3cn(C)cn3)ccc2O[C@@H]1CN(C)Cc1ccncc1,4,-6,-4[16.7 µM],-2,5,.,2.1
COCCn1c(C)cc(C(=O)COc2ccc(C)nc2[N+](=O)[O-])c1C,-7,-6,-3,19,-21,1,-3.4

# Following part:
SMILES,GSIS activator,DENV2 CPE rescue,miR122 inh,EWS-Fli block,PAX8 inh HTS,FN deposition inh,CFTR F508del cor
O=C1NC[C@H](Cc2ccc(O)cc2)N(C[C@@H]2CCCN2C[C@H](Cc2ccc(O)cc2)N2C[C@H](Cc3ccccc3)N(CC3CCCCCC3)C(=O)C2=O)C1=O,-42,1,.,1,-17,-4,-1.5
CC(=O)N(C)C[C@H]1Oc2cc(-c3cncnc3)ccc2S(=O)(=O)N([C@H](C)CO)C[C@H]1C,12,5,-8[16.7 µM],-6,.,-13,-3.9
CCc1ccc(NC(=O)C/C(C)=N/NC(=O)COc2ccc(C)cc2Br)cc1,-12,?,-2,1,-10,4,-0.3
Cc1ccccc1S(=O)(=O)N[C@H]1CC[C@@H](CCn2cc(-c3ccccc3)nn2)O[C@@H]1CO,-11,13,.,10,-7,.,-5.4
CC(C)CC1C(=O)N(Cc2cn(CCC3OCCCO3)nn2)CCS(=O)(=O)N1Cc1ccc(-c2cccc(N(C)C)c2)cc1 (configuration not stated),1,2,-3,-12,6,0,2.5
c1cc(-c2ccc(C3[C@H]4CNC[C@@H]3N4CC3CCCCC3)cc2)ccn1 (some centres not stated),15&-2,46*!,.,-18,-3,-4&-5,1.7&-1.5
CCC(=O)Nc1c(C(=O)Nc2ccc3c(c2)OCCO3)oc2ccccc12,-6,1,.,-21,-156,6,-3.4
O=S(=O)(c1ccccc1F)N1CCCCN2[C@H](CO)[C@@H](c3ccc(-c4ccccc4)cc3)[C@@H]2C1,.,-8,-6[16.7 µM],7,14,.,-3.9
Cc1cccc(S(=O)(=O)N2CCCCN3[C@H](C2)[C@@H](c2ccc(C#C[C@@H](C)O)cc2)[C@@H]3CO)c1,7,-12,2[16.7 µM],11,-5,.,2.6
CCc1cnc(N2[C@@H](C#N)[C@H](c3ccc(C4=CCCC4)cc3)[C@@H]2CO)s1,10,-11,.,3,5,-3,-2.0
CCCc1ccc2oc(C(=O)N3CCC(COC)C3)c(C)c2c1 (configuration not stated),37,-2,1,-119,-58,0,1.2
CCOC(=O)N1CCN(C(=O)Nc2cccc(Cl)c2)CC1,-4,.,-3,.,.,11,.
CCN(CC)CCN1C(=O)c2ccccc2NC1c1cc(OC)c(OC)c(OC)c1 (configuration not stated),37,-3,2,4,.,.,-0.9
COCc1nnc(NS(=O)(=O)c2ccc([N+](=O)[O-])cc2)s1,.,.,-10,.,8,-2,.
CNc1nc(NN)nc(Nc2ccccc2)n1,-2,-2,2,10,3,-6,1.3
CNC(=O)C(=O)NCCC1CCCCN1S(=O)(=O)c1cccs1 (configuration not stated),21,-9,.,-1,-2,16,3.2
O=S(=O)(c1ccccc1)N1CCCCN2[C@@H](CO)[C@@H](c3ccc(C#CC4CCCC4)cc3)[C@@H]2C1,-14,-15,-9[16.7 µM],4,7,3,5.8
O=C(NCCCn1ccnc1)c1noc2c1CCCC2,34,.,-1,.,.,8,.
COc1ccc(-c2nnc(COc3ccc(Br)cc3C)o2)cc1,-9,1,-7,8,8,14,1.5
CC1CN(C(=O)COC(=O)c2cc(S(N)(=O)=O)c(Cl)cc2Cl)CC(C)O1 (configuration not stated),23,-3,-1,6,-7,2,4.1
CCOc1ccccc1Nc1nc(-c2sc(C)nc2C)cs1,1,-11,.,-29,-16,16,7.9

# Rewritten with bars between the fields: entries from further up.
molecule | GSIS activator | DENV2 CPE rescue | miR122 inh | EWS-Fli block | PAX8 inh HTS | FN deposition inh | CFTR F508del cor
CCCCn1c(N)c(N(CCOC)C(=O)CN(C)S(=O)(=O)c2ccc(C)cc2)c(=O)[nH]c1=O | -2 | ? | . | -4 | . | -2 | -0.7
CCOC(=O)Nc1ccc(S(=O)(=O)Nc2onc(C)c2C)cc1 | 14 | -2 | 1 | -1 | -14 | 1 | 0.3
COCCNC(=O)C[C@@H]1C=C[C@H](NS(=O)(=O)c2ccc(C)cc2)[C@H](CO)O1 | 24 | -4 | . | -1 | 4 | -11 | -4.8
